# Assay outcomes from PubChem BioAssay.
# HCV NS3 hel inh – HCV NS3 helicase inhibition | NS3 helicase DNA unwinding, Cy5 molecular beacon fluorescence | inhibition, % at 10.9 µM | 290,000 tested, 0.56% active;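 active = inhibition above the mean of all tested compounds plus 3 SD, set per campaign, cut at about 35% in these data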;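 also: 0% = DMSO wells and 100% = thioflavine S control wells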
#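 System: Hepatitis C virus NS3 helicase domain fragment enzyme | Reagent: Annealed dual-labelled DNA beacon duplex, ATP-started | Compound dosing: 10.9 µM single point, 0.8% DMSO | Incubation: 1 h reaction at 25 °C, ATP-initiated | Technique: Cy5 fluorescence | Evaluation: Percent inhibition from t60/t0 fluorescence ratio | Benchmarks: Low DMSO, high thioflavine S at 110 µM | Replication: Singlicate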
# DNA FID counter – fluorescent intercalator displacement, NS3 helicase counter-screen; inhibition, % at 7.9 µM; 290,000 tested, 0.17% active; DNA fluorescent intercalator displacement, fluorescence; in the data active = inhibition above about 37%;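 also: 0% = vehicle and 100% = reference compound; higher means more ethidium bromide displaced from hairpin DNA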
# UBC9 SUMO inh – SUMOylation inhibition. HTRF SUMOylation assay, SAE1/SAE2 + UBC9, in vitro. 290,000 tested, 0.36% active. inhibition, % at 35 µM. AID 2006. P63279; in the data active = inhibition above about 50%, passing the limit was not always enough; also: strong numbers were not always called active
# PfM18AAP inh – PfM18AAP enzyme inhibition; inhibition, % at 7.35 µM; recombinant PfM18AAP, H-Glu-NHMec fluorogenic cleavage; 290,000 tested, 1.2% active;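 active = inhibition above the campaign mean inhibition over all tested compounds plus 3 SD, cut at about 28% in these data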;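 also: 0% = plate median of test compound wells and 100% = 2 mM ZnCl2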
# IMP-1 inh – inhibitors of Pseudomonas aeruginosa IMP-1 metallo-beta-lactamase | purified IMP-1, nitrocefin hydrolysis, epi-absorbance fluorescence | AID 1556 | 290,000 tested, 0.45% active | inhibition, % at 5.6 µM;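 active = inhibition above the mean plus 3 SD of all compounds in the same screening run, cut at about 4.5% in these data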;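 also: 0% = IMP-1 with DMSO and 100% = DMSO wells lacking enzyme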
#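 assay system = purified recombinant IMP-1 metallo-beta-lactamase enzyme | schedule = 15 min preincubation plus 25 min reaction at 25 °C | signal = Epi-absorbance fluorescence, 480 nm excitation, 530 nm emission | read-out basis = percent inhibition from optical density relative to buffer-blank wells | controls = IMP-1 with DMSO as 0%, enzyme-free DMSO as 100%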
# IDE inh – cellular human IDE inhibition. AID 434962. inhibition, % at 5.59 µM. HEK cells, FAbetaB cleavage, fluorescence polarization. 320,000 tested, 0.41% active. P14735;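 active = percent inhibition above the average of all tested compounds plus 3 SD, set per screening campaign, cut at about 16% in these data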;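 also: IDE supplied by intact live HEK cells; FP after avidin binding of uncleaved biotin substrate so inhibition keeps polarization high; 0% = DMSO wells and 100% = 60 µM reference IDE inhibitor Ii1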
# IDE cell activ – boosts human insulin-degrading enzyme activity in HEK cells; 340,000 tested, 0.073% active; FAbeta-B cleavage, fluorescence polarization; 0% vehicle, 100% cell-free pure enzyme wells; activation, % at 5.96 µM; P14735; AID 493087;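 active = activation above the mean of all tested compounds plus 3 SD, set per screening campaign, cut at about 17% in these data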
# p-CIP stab down – p/CIP protein destabilization. Q05BA5. F442A p/CIP-EGFP cells, EGFP fluorescence, 16 h. decrease of EGFP signal, % at 10 µM. 290,000 tested, 0.01% active;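 active = EGFP signal decrease of at least 30% at 10 µM or well 3 SD below plate mean, unless failing retest; inactive = the rest, including hits failing retest or dose response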; also: some compounds called inactive have numbers as strong as hits; many of its hits are not listed in these tables
# VIM-2 inhibitor – blocks Pseudomonas aeruginosa VIM-2 metallo-beta-lactamase; purified VIM-2, nitrocefin hydrolysis, epi-absorbance fluorescence; inhibition, % at 5.6 µM; 290,000 tested, 0.89% active; AID 1527;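 active = inhibition above the mean of all tested compounds plus 3 SD, cutoff set per screening run, cut at about 7.5% in these data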;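 also: red hydrolysis product quenches plate fluorescence so inhibitors raise well fluorescence; 0% = enzyme with DMSO and 100% = DMSO without enzyme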
# Starred values were filed as active, the others as inactive; . = no result given.
# Start of the data: the first three entries as a preview:
# Values run as follows: HCV NS3 hel inh, DNA FID counter, UBC9 SUMO inh, PfM18AAP inh, IMP-1 inh, IDE inh, IDE cell activ, p-CIP stab down, VIM-2 inhibitor
C=CCOc1ccc(C=Nc2ccc(OC)cc2)c(O)c1
  2, -1, 10, -5, -1.8, 0, 11, 5, -1.6
Cc1ccc(S(=O)(=O)N[C@H](C(=O)OCn2nnc3ccccc3c2=O)C(C)C)cc1
  4, -16, 14, -21, -3.1, 3, 8, -3, -3.7
Cc1c(CNCCc2ccc(Cl)cc2)c(C(=O)O)c(C)n1Cc1ccccc1
  -24, -2, 4, -1, -1.2, -1, 4, 0, -0.1

# The whole of this part (from the top)
# Values run as follows: HCV NS3 hel inh, DNA FID counter, UBC9 SUMO inh, PfM18AAP inh, IMP-1 inh, IDE inh, IDE cell activ, p-CIP stab down, VIM-2 inhibitor
C=CCOc1ccc(C=Nc2ccc(OC)cc2)c(O)c1
  2, -1, 10, -5, -1.8, 0, 11, 5, -1.6
Cc1ccc(S(=O)(=O)N[C@H](C(=O)OCn2nnc3ccccc3c2=O)C(C)C)cc1
  4, -16, 14, -21, -3.1, 3, 8, -3, -3.7
Cc1c(CNCCc2ccc(Cl)cc2)c(C(=O)O)c(C)n1Cc1ccccc1
  -24, -2, 4, -1, -1.2, -1, 4, 0, -0.1
COC(=O)c1sccc1NC(=O)c1ccncc1
  -1, -4, 2, 11, -3.1, -1, 5, -2, 4.6
Cc1ccc(-c2cc(C(=O)N3CCCC3)no2)cc1
  -22, -16, -16, -6, -1.4, 0, 5, -4, -2.9
CCN(C(=O)COC(=O)c1ccc(N2C(=O)c3ccccc3C2=O)cc1)C1CCS(=O)(=O)C1 (stereo unspecified)
  8, 1, -3, 2, -2.5, -12, -1, -6, -3.2
COc1ccc(C(=O)NC(=S)Nc2nc(-c3ccc(OC)c(Br)c3)cs2)cc1Br
  10, -3, 13, 0, -1.5, -7, 1, -2, -4.1
CNC(=S)Nc1sc2c(c1C(=O)OC)CCC2
  1, 1, 5, 6, -3.4, -3, -4, 0, -3.0
CC(=O)c1cccc(NC(=O)NCCS(C)=O)c1 (stereo unspecified)
  11, -3, -16, 1, 0.1, 3, -3, -2, -0.5
COc1cc(NC(=O)c2ccc(-c3csc(C)n3)cc2)c(OC)cc1Cl
  3, -10, 23, -3, -1.7, -1, -4, -16, -0.7
CC(=O)Nc1ccc(OCC(O)CN2CCN(Cc3ccccc3)CC2)cc1 (stereo unspecified)
  -3, 0, -10, -6, -1.4, -2, -2, 9, 0.1
O=C(NC(=S)N1CCCCC1CO)C12CC3CC(CC(C3)C1)C2 (stereo unspecified)
  -15, -6, 28, -5, 1.2, 1, -8, 1, -1.7
COc1ccc(-c2nnc(-c3ccc(N(C)C)cc3)o2)cc1
  2, -1, 16, 5, -4.3, -7, -1, -7, -2.7
CCNc1nc(SC(C)C(=O)Nc2ccccc2)nc(N(C)C)n1 (stereo unspecified)
  -4, -20, 4, -1, -2.2, 3, 3, -10, -0.7
O=C(NC1(C(F)(F)F)NC(=O)N(Cc2cccnc2)C1=O)c1cccs1 (stereo unspecified)
  1, -2, 13, 4, -0.7, 2, 5, 14, -1.5
Cc1cc(-c2ccccc2)c(C#N)c(=S)[nH]1
  3, -2, 14, 7, -2.6, -5, -4, -6, -5.2
COc1cc(S(=O)(=O)N2CCCN(C)CC2)ccc1NC(C)=O
  7, 1, 16, 0, -1.6, -1, 1, -2, -0.5
Cc1ccc(C(=O)Nc2ccc3c(c2)ncn3C)cc1
  -3, -3, 22, 3, -3.2, 1, -2, -1, -2.8
Nc1nnc(CC(=O)N/N=C/c2ccccc2OCc2ccccc2F)s1
  -7, -21, 4, 4, -2.9, 1, -5, -15, -3.6
O=C(NCC1CCCO1)c1cc(S(=O)(=O)N2CCOCC2)ccc1Cl (stereo unspecified)
  22, -3, 8, -13, -1.0, 6, -3, -8, -4.0
CSc1nc(Cc2ccccc2)nc2ccccc12
  -10, -4, -6, -3, -4.8, -3, -1, -7, -1.8
COC(=O)CCN1CCC(C(N)=O)CC1
  -4, 1, 15, -14, -0.7, -2, 2, -4, 1.4
Cc1cc(C(=O)COC(=O)c2ccc([N+](=O)[O-])o2)c(C)n1CC1CCCO1 (stereo unspecified)
  15, -10, 12, -14, -0.3, 10, -1, 11, 1.2
COc1ccccc1CNC(=O)c1c(O)c2cc(OC)c(OC)cc2[nH]c1=O
  -8, -3, 26, -1, -1.6, 3, 7, -1, -1.3
COc1cc(O)cc2occ(-c3ccc(O)cc3)c(=O)c12
  19, -2, 10, 5, -1.5, 2, 6, 0, 0.0
COc1ccc(C(=O)Nc2ncc3c(n2)CC(C)CC3=O)cc1 (stereo unspecified)
  4, -11, 22, 9, -3.7, 2, 3, -5, -2.8
O=C(c1ccco1)N1CCN(C2c3ccccc3-c3ccccc32)CC1
  -7, -34, 14, -11, 0.2, -1, -12, -16, -0.6
O=C1NC(=O)C2(CCC(C(=O)O)C2)N1 (stereo unspecified)
  -13, 1, -22, -2, -1.2, 8, 5, -2, -2.8
Cc1ccc(SCC(=O)Nc2cccnc2)cc1
  -11, -7, ., -15, -2.9, 7, 7, ., -0.9
Cc1ccc2cc(CN(Cc3cccs3)Cc3nnnn3CC3CCCO3)c(=O)[nH]c2c1 (stereo unspecified)
  15, -36, 21, -5, -3.6, 0, 3, -18, -0.3

# Among those listed so far, 3 have a Cl atom.
# Values run as follows: HCV NS3 hel inh, DNA FID counter, UBC9 SUMO inh, PfM18AAP inh, IMP-1 inh, IDE inh, IDE cell activ, p-CIP stab down, VIM-2 inhibitor
Cc1c(CNCCc2ccc(Cl)cc2)c(C(=O)O)c(C)n1Cc1ccccc1
  -24, -2, 4, -1, -1.2, -1, 4, 0, -0.1
COc1cc(NC(=O)c2ccc(-c3csc(C)n3)cc2)c(OC)cc1Cl
  3, -10, 23, -3, -1.7, -1, -4, -16, -0.7
O=C(NCC1CCCO1)c1cc(S(=O)(=O)N2CCOCC2)ccc1Cl (stereo unspecified)
  22, -3, 8, -13, -1.0, 6, -3, -8, -4.0

# Following part:
# Values run as follows: HCV NS3 hel inh, DNA FID counter, UBC9 SUMO inh, PfM18AAP inh, IMP-1 inh, IDE inh, IDE cell activ, p-CIP stab down, VIM-2 inhibitor
COC(=O)CN(C#N)c1nc(N(C)C)nc(N(C)C)n1
  14, -7, -22, -10, -0.7, 4, 4, 10, -0.2
Cc1cc(CN(C)C(=O)CC2C(=O)NCCN2CC(c2ccccc2)c2ccccc2)on1 (stereo unspecified)
  0, -38, 8, -3, -1.9, 3, -2, 5, -2.9
CCCCCCSc1nsc(NC(=O)CC(C)C)n1
  11, -6, -26, -21, -0.2, -1, -6, -4, -1.2
COc1ccc(-n2nc(C(=O)NCC(=O)NCC3COc4ccccc4O3)c3ccccc3c2=O)cc1OC (stereo unspecified)
  -6, -33, 7, -2, -1.2, -4, 1, -2, 1.1
CC1CN(CC(=O)Nc2cccc(C(=O)Nc3cccc(C(F)(F)F)c3)c2)CC(C)O1 (stereo unspecified)
  3, -17, 7, 0, -3.1, 15, -2, -8, -4.1
Cn1nc(C(=O)Nc2ccccc2)c2c1-c1ccccc1S(=O)(=O)C2
  0, -6, 5, 1, -5.3, 1, 1, -1, -5.4
COc1ccc2c(c1OC)C(=O)N1c3ccccc3SC21 (stereo unspecified)
  9, -7, 10, 17, -0.4, 5, 1, -3, -0.8
O=C(c1ccc(CN2CCOCC2)cc1)N1CCN(Cc2ccccc2)CC1
  -9, -9, 1, 6, -3.8, -1, 0, 2, -0.3
CCC(C)c1ccc(S(=O)(=O)N2CC(=O)Nc3ccccc32)cc1 (stereo unspecified)
  2, -13, 6, 9, -1.2, -2, 2, -3, 0.7
CCn1c2ccccc2c2cc(NC(=O)CSc3nccc(=O)[nH]3)ccc21
  14, -16, -4, 12, -3.4, -2, -1, 1, -2.4
O=C(CSc1n[nH]c(-c2ccc(S(=O)(=O)NC3CCCCC3)cc2)n1)N1CCCC1
  9, -30, -9, -2, -2.7, 8, -5, -4, -0.4
Nc1nc(N)nc(-c2ccccn2)n1
  0, -7, -2, 8, -10, 5, 1, -6, -1.6
Cc1ccc(S(=O)(=O)c2ccc(-n3nc(C)cc3N)cc2)cc1
  -6, -2, -6, -4, -6.1, 1, ., 1, -6.5
O=C(NCC1CCCO1)c1cc2ccccc2nc1Cl (stereo unspecified)
  -5, -2, 12, 6, -3.3, 0, 4, -6, -1.9
CCCCCCCCCC(=O)Nc1cccnc1
  4, -7, 10, -3, -0.7, 0, ., -7, -3.1
COc1ccc(-c2cc(C(F)F)n3ncc(C(=O)Nc4ccc(C(=O)N5CCOCC5)cc4)c3n2)cc1
  -1, -4, 12, 2, -3.0, 0, 2, -9, -1.4
CC1CN(C(=O)c2cc3cc([N+](=O)[O-])ccc3oc2=O)CC(C)O1 (stereo unspecified)
  -4, 5, 5, -9, -1.7, 2, 3, -4, 2.2
O=C(c1ccc(CNc2c(NC3CCCCC3)c(=O)c2=O)cc1)N1CCc2ccccc21
  5, -3, 26, -6, -4.8, ., 0, 13, -0.4
Cc1cccc(CSC2=NCCN2C(=O)C2CC2)c1
  3, 1, 14, 1, -3.2, -1, -6, 8, -0.5
CC(C)c1ccccc1-n1c(SCC(=O)c2ccc3c(c2)NC(=O)CO3)nc2ccccc2c1=O
  0, -10, -42, 2, -2.0, 4, 7, -19, -2.1
CCOC(=O)c1ccc(NC(=O)CCOc2ccc(C)cc2)cc1
  -8, -8, -8, 3, -3.1, 7, 1, -4, -0.7
COc1ccccc1N=Cc1c(C)c(C#N)c2[nH]c3ccccc3n2c1=O
  15, -8, 22, 10, -2.5, 1, -1, 6, -3.5
COc1ccc(C(=O)Nc2ccc(C(=O)N3CCC(C)CC3)cc2)cc1OC
  -10, -37, 2, -3, -1.4, -1, 3, -8, 1.5
CCOC(=O)c1c(NC(=S)Nc2cc([N+](=O)[O-])ccc2OC)sc2c1CCCCC2
  11, 2, -10, 6, -2.9, 3, ., 0, -1.7
O=C(OC(C(=O)NC1CCCCC1)c1ccccn1)c1cccs1 (stereo unspecified)
  10, -14, 8, 0, -5.0, -3, 8, -14, -3.5

# Part of the list above, field by field:
CCn1c2ccccc2c2cc(NC(=O)CSc3nccc(=O)[nH]3)ccc21
- HCV NS3 hel inh: 14
- DNA FID counter: -16
- UBC9 SUMO inh: -4
- PfM18AAP inh: 12
- IMP-1 inh: -3.4
- IDE inh: -2
- IDE cell activ: -1
- p-CIP stab down: 1
- VIM-2 inhibitor: -2.4

CCOC(=O)c1ccc(NC(=O)CCOc2ccc(C)cc2)cc1
- HCV NS3 hel inh: -8
- DNA FID counter: -8
- UBC9 SUMO inh: -8
- PfM18AAP inh: 3
- IMP-1 inh: -3.1
- IDE inh: 7
- IDE cell activ: 1
- p-CIP stab down: -4
- VIM-2 inhibitor: -0.7

Cc1cccc(CSC2=NCCN2C(=O)C2CC2)c1
- HCV NS3 hel inh: 3
- DNA FID counter: 1
- UBC9 SUMO inh: 14
- PfM18AAP inh: 1
- IMP-1 inh: -3.2
- IDE inh: -1
- IDE cell activ: -6
- p-CIP stab down: 8
- VIM-2 inhibitor: -0.5
